# GSK3B inh – human GSK3beta kinase inhibitors, primary screen, biochemical, cell-free homogeneous, HTS | AID 2097, 2009 | GST-GSK3beta kinase, ADP-Glo luminescence, 60 min; hits give low values | 0.038% of 300,000 active | activity score (negative = inhibition), % at 10 µM;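 active = more than half of replicate wells score below -50%, meaning over 50% inhibition versus plate controls; inconclusive = some replicates but at most half score below -50%; inactive = no replicate scores below -50%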;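 note: 0% = median DMSO wells and -100% = median GW8510 positive control wells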
# Target sequence (P49841 whole entry, looked up): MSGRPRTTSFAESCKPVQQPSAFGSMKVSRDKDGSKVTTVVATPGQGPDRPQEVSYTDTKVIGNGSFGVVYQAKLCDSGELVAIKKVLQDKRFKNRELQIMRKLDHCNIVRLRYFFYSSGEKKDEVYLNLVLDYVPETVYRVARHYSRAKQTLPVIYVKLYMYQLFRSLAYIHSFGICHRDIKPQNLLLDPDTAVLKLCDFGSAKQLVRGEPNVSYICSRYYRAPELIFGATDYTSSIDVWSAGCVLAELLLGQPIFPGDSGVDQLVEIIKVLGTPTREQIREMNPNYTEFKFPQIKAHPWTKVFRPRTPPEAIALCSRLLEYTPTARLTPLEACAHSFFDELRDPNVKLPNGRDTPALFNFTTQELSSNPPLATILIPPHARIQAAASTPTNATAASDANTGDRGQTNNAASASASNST
#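 test system = GST-tagged human GSK3beta kinase, cell-free | reagent = 25 µM ATP with peptide substrate | dosing = one dose of 10 µM per compound | schedule = 60 min reaction, RT | detection = luminescent ADP-Glo measurement of ADP formed | control set = DMSO neutral wells and GW8510 at 20 µM as positive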
# HIF act – HIF pathway transcriptional activators, primary screen, cell-based, U2OS HRE-luciferase, luminescence. U2OS HRE-luciferase reporter; normalized: DMSO 0%, desferrioxamine 100%. activation, % at 7.5 µM (by protocol). 0.32% of 300,000 active;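 active = mean activation of at least 10% of the iron chelator positive control signal, with at least half of replicates also reaching 10%; inconclusive = mean and replicate majority disagree about reaching 10%; inactive = mean and most replicates under 10%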
# HSP90 refold inh – HSP90 inhibitors, primary screen, cell lysate, luminescence | Heat shock protein HSP 90 (rabbit reticulocyte lysate; luciferase refolding) | Rabbit reticulocyte lysate, luciferase refolding luminescence, 3 h | inhibition, % at 5.6 µM | 0.91% of 290,000 active | AID 1789, 2009;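 active = inhibition above the screen-wide mean plus 3 SD, computed separately per campaign, cut at about 16% in these data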;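 note: 0% = DMSO wells and 100% = 60 µM geldanamycin wells; inhibitors lower the luminescence because luciferase stays unfolded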
# AI-2 QS mod – Vibrio harveyi AI-2 quorum sensing modulators, primary screen, JMH597 strain, luminescence/OD600 ratio | Vibrio harveyi JMH597 AI-2 luminescence/OD600 ratio, 9 h; hits give low values; strain lacks LuxN and CqsS sensors; 0 = neutral-control median | activity change, % at 7.5 µM | 0.4% of 300,000 active | AID 2094, 2009; in the data active = activity change below about -75%, passing the limit was not always enough; inconclusive = no clear call, values can overlap the other calls;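 note: luminescence divided by OD600 gain over 9 h not by final OD600 alone; inactives centre near 13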
# aSyn UTR inh – MLPCN primary screen, SNCA 5' untranslated region | 0.82% of 300,000 active | inhibition, % (tested at 7.5 µM) | alpha-synuclein 5'UTR reporter, inhibitor activity; in the data active = inhibition above about 60%; inconclusive = no clear call, values can overlap the other calls;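 note: H4 neuroglioblastoma cells stably carrying SNCA 5'UTR luciferase fusion; 0% = DMSO wells and 100% = positive control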
# IEC-6 cytotox – cytotoxicity in IEC-6 intestinal epithelial cells, primary screen, cytotoxicity control for KLF5 inhibitor project, cell-based, luminescence. 0.78% of 290,000 active. AID 1825, 2009. IEC-6 cytotoxicity, luminescence viability. inhibition, % at 5 µM; in the data active = inhibition above about 22%;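 note: 0% = plate median of test compound wells and 100% = cytotoxic reference compound wells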
# HSF-1 act – HSF-1 activators, primary screen, NIH3T3-HGL cells, MG132 stress, luminescence, single point; NIH3T3-HGL HSF-1 luciferase reporter, 8 h; 100% = twice DMSO control signal; activation, % at 9 µM; 1.7% of 300,000 active; AID 504408, 2011;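 active = mean replicate activation of at least 50% with a set share of replicates each reaching 50%; inconclusive = only one of those two conditions met; inactive = mean below 50% and too few replicates reaching it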;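 note: 0% = median of the neutral control wells and 100% = twice that signal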
# HSF1 inhib – HSF1 inhibitors in luciferase reporter cells, primary screen, cell-based, NIH3T3, luminescence. activity change, negative = inhibition, % at 7.5 µM (by protocol). 0.77% of 300,000 active. NIH3T3-HGL HSE-luciferase, MG132-induced, luminescence 8 h; hits give low values;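 active = more than half of replicate wells show activity change below -50%, luminescence cut by over half; inconclusive = some wells, but at most half, below -50%; inactive = no replicate well below -50%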;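 note: luciferase reports HSF-1 transcriptional activity via heat shock element; 0% = median of DMSO wells and -100% = zero luminescence signal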
# KLF5 inhibitor – KLF5 expression inhibitors, primary screen, DLD-1 cells, luminescence | DLD-1 KLF5 promoter-luciferase reporter | 0.23% of 290,000 active | inhibition, % at 5 µM;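 active = inhibition above a per-plate limit of that plate's mean compound inhibition plus 3 SD, cut at about 60% in these data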;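 note: 0% = DMSO wells and 100% = LY294002 at 200 µM; higher means less KLF5 promoter-driven luciferase light; inactives centre near -14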
# GSK3A inh – blockers of GSK3A enzyme activity – biochemical, luminescence, cell-free homogeneous, HTS, primary screen; GSK-3 alpha kinase, ADP-Glo luminescence, 60 min; inhibition, % at 10 µM; 0.1% of 320,000 active;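 in the data active = inhibition above about 50%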;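 note: GST-tagged GSK-3 alpha with peptide substrate and 25 µM ATP; 0% = DMSO neutral wells and 100% = GW8510 positive control wells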
# Target sequence (P49840 whole entry, looked up): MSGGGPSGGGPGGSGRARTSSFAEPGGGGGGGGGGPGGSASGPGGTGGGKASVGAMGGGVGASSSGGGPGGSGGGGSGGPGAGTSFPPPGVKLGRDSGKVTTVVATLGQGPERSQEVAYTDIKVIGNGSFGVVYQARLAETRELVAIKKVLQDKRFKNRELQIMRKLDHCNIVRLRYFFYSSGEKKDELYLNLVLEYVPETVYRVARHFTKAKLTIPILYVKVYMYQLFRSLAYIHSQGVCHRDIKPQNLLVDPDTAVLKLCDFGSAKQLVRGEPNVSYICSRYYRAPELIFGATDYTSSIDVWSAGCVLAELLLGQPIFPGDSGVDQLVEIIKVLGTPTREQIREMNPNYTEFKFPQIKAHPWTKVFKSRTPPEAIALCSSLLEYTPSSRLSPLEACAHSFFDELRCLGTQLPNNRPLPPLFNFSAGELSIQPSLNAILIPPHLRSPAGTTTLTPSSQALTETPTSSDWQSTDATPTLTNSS
# Active calls of the source: *; u = inconclusive; x = not tested or not shown.
no.	SMILES	GSK3A inh	IEC-6 cytotox	HIF act	HSP90 refold inh	KLF5 inhibitor
1	N#Cc1c(OCC(=O)c2ccccc2)nc2c(c1-c1ccco1)CCc1ccccc1-2	-5	1	0.7	-2	-33
2	CC(CCc1ccccc1)NC(=O)CN1CCN(c2ccccc2)CC1 (stereo unspecified)	-3	-6	-0.1	3	-3
3	CNc1oc(-c2ccc(OCc3ccccc3)cc2)nc1C#N	-8	7	1.1	2	10
4	Cc1csc(CNC(=O)CC2C(=O)NCCN2Cc2ccc(F)cc2Cl)n1 (stereo unspecified)	-2	-10	-0.8	-3	-32
5	Brc1c(CSc2nncc3ccccc23)nc2ccccn12	-1	3	-0.9	0	-45
6	O=C(Nc1cccc(S(=O)(=O)C(F)F)c1)c1ccc(S(=O)(=O)N2CCCCC2)cc1	0	6	-0.3	4	-18
7	Cn1c2ccc(Cl)cc2c2nc3ccccc3nc21	-1	13	0.8	3	-9
8	O=C(/C=C/c1ccc(F)cc1)NCCCn1ccnc1	0	2	-1.3	1	-25
9	COc1ccc(CCNC(=O)C(=O)NCC2CCCO2)cc1 (stereo unspecified)	0	2	-0.1	-1	-2
10	COc1ccc(Cc2nc3ccc(C(=O)N4CCCC4)cc3o2)cc1	-1	12	2.6	1	-140
11	CCNC(=S)NCc1ccc2[nH]c(C)cc2c1	-2	-2	-0.2	3	-1
12	Cn1cccc1Cc1nnc(SCC(=O)Nc2ccc(F)cc2)n1-c1ccc(F)cc1	x	-4	-0.3	-2	-21

no.	aSyn UTR inh	GSK3B inh	HSF1 inhib	AI-2 QS mod	HSF-1 act
1	-2	2	-8	41	8
2	16	0	-3	20	-4
3	-96	0	26	28	45
4	0	5	-3	22	25
5	-8	1	6	18	15
6	-5	1	-1	19	-10
7	-59	3	3	32	13
8	-15	1	3	18	-4
9	5	2	-6	-1	-7
10	-155	-8	15	-1	32
11	5	2	-4	-5	-11
12	26	1	1	20	19

# Complete entries, looked up by structure. Values in the order: GSK3A inh	IEC-6 cytotox	HIF act	HSP90 refold inh	KLF5 inhibitor	aSyn UTR inh	GSK3B inh	HSF1 inhib	AI-2 QS mod	HSF-1 act
# `COc1ccc(Cc2nc3ccc(C(=O)N4CCCC4)cc3o2)cc1` as listed: -1	12	2.6	1	-140	-155	-8	15	-1	32
# `CCNC(=S)NCc1ccc2[nH]c(C)cc2c1` as listed: -2	-2	-0.2	3	-1	5	2	-4	-5	-11
# `Cn1c2ccc(Cl)cc2c2nc3ccccc3nc21` as listed: -1	13	0.8	3	-9	-59	3	3	32	13
# `Brc1c(CSc2nncc3ccccc23)nc2ccccn12` as listed: -1	3	-0.9	0	-45	-8	1	6	18	15
# `N#Cc1c(OCC(=O)c2ccccc2)nc2c(c1-c1ccco1)CCc1ccccc1-2` as listed: -5	1	0.7	-2	-33	-2	2	-8	41	8

# Further entries
no.	SMILES	GSK3A inh	IEC-6 cytotox	HIF act	HSP90 refold inh	KLF5 inhibitor
13	CC(NC(=O)CNC(=S)N(Cc1ccccc1)Cc1cccnc1)c1ccccc1 (stereo unspecified)	-3	-20	-0.9	-7	-44
14	Cc1ccc(C(=O)COC(=O)CCCC(=O)NC2CCCCC2)cc1[N+](=O)[O-]	-4	-2	-0.3	0	6
15	O=C(c1ccccc1)c1ccccc1C(=O)N1CCN(C(=O)c2ccccc2)CC1	2	0	-0.2	4	-6
16	Cc1cc(C)nc(Nc2ccc(C)c([N+](=O)[O-])c2)n1	-3	-2	1.5	2	-92
17	CCOc1ccc(Nc2nc(NCC3CCCO3)c3ccccc3n2)cc1 (stereo unspecified)	1	6	0.0	1	-36
18	COCCOC(=O)c1c(C)nc(SCC(=O)Nc2cccc3ccccc23)c(C#N)c1-c1ccco1	x	5	-0.9	5	-3
19	O=C(/C=C/c1ccc(F)cc1)Nc1ccc(S(=O)(=O)N2CCOCC2)cc1	-2	3	0.3	-2	-24
20	O=C(NNCC(O)COc1ccccc1)c1ccccc1 (stereo unspecified)	4	4	0.4	-3	-3
21	Cc1ccc2c(c1)C1CN(C)CCC1N2C(=O)Nc1ccc(Cl)cc1 (stereo unspecified)	x	4	0.4	-2	-6
22	O=C1NC(=S)N/C1=C\c1ccccc1OCc1ccc(C(=O)O)cc1	2	2	0.0	-1	-4
23	COc1ccc(C2=NOC(C(=O)O)C2)cc1 (stereo unspecified)	-3	1	0.4	6	16
24	COc1cc(/C=N/NC(=Nc2ccc(C)cc2)c2nc3ccccc3s2)ccc1O	0	-4	-2.7	57*	-43

no.	aSyn UTR inh	GSK3B inh	HSF1 inhib	AI-2 QS mod	HSF-1 act
13	22	2	-5	17	-5
14	-20	0	0	-6	-1
15	-1	-2	-3	11	12
16	-99	5	13	19	28
17	-27	0	12	18	8
18	21	5	-1	11	10
19	-16	-1	-9	2	7
20	-11	-1	0	9	-3
21	-66	-4	0	26	13
22	-5	4	-4	12	-17
23	-13	-3	-9	21	-13
24	-148	-1	-73*	12	-76

# The list goes on.
no.	SMILES	GSK3A inh	IEC-6 cytotox	HIF act	HSP90 refold inh	KLF5 inhibitor
25	O=C1c2cccc3c([N+](=O)[O-])ccc(c23)C(=O)N1O	3	85*	-6.7	-2	-22
26	CC(NC(=O)c1ccccc1)c1ccc(F)cc1 (stereo unspecified)	-1	-6	0.1	3	-23
27	CC(=O)N1CCN(S(=O)(=O)c2cccc(C(=O)N(Cc3ccccc3)c3cccc(C)c3)c2)CC1	2	x	0.3	x	x
28	Cc1cc(C)n(C(=O)C23CC4CC(CC(C4)C2)C3)n1	-3	2	-0.3	1	3
29	N#C/C(=C\c1ccc([N+](=O)[O-])o1)C(=O)Nc1ccc(F)cc1	1	-15	0.5	-5	-44
30	CCc1nc(-c2ccc(-c3ccc(OC)cc3)nc2OC)no1	x	10	4.1	5	-43
31	COc1ccccc1NS(=O)(=O)c1cccc(C(=O)N/N=C/c2ccccc2OCC(=O)O)c1	x	-12	-0.3	6	-27
32	CCOC(=O)NC(=S)Nc1ccc(C(C)(C)C)cc1	-1	8	1.0	2	-47
33	Cn1c(=O)c(=O)n(C)c2cc(N3CCOCC3)c(NS(=O)(=O)c3ccc(Br)cc3)cc21	1	-3	-0.6	-3	1
34	O=S(=O)(NCc1nc2ccccc2[nH]1)c1ccccc1	-5	3	-1.0	-3	-22
35	Cc1cc(C(=O)COC(=O)c2n[nH]c3ccccc23)c(C)n1CC1CCCO1 (stereo unspecified)	0	6	-22	52*	-62
36	Cc1cc(C(=O)C(C)OC(=O)C2=NNC(=O)CC2)c(C)n1-c1ccc(OC(F)F)cc1 (stereo unspecified)	0	-4	0.2	1	3

no.	aSyn UTR inh	GSK3B inh	HSF1 inhib	AI-2 QS mod	HSF-1 act
25	-35	-1	28	u	52*
26	5	-2	1	21	0
27	-1	7	19	-10	16
28	-12	-3	1	17	-2
29	-43	1	-10	12	-11
30	-132	-1	17	25	9
31	4	2	1	44	1
32	-44	4	10	-3	2
33	8	-2	-5	14	6
34	-5	3	1	3	17
35	40	0	-80*	7	-84
36	-12	-1	-5	27	-4

# The results go on.
no.	SMILES	GSK3A inh	IEC-6 cytotox	HIF act	HSP90 refold inh	KLF5 inhibitor
37	COc1ccc(-c2csc(N3CCC(c4ccccc4)C3)n2)cc1 (stereo unspecified)	-4	-7	3.4	-6	-1
38	O=C(CN(C1CCCCC1)S(=O)(=O)c1ccc(F)cc1)NCCCO	1	2	0.2	0	17
39	Cc1ccc2c(c1)cc(CN(CCc1ccccc1)C(=O)N1CCOCC1)c1nnnn12	-4	1	-1.1	-2	0
40	COC(Cc1n[nH]c(=S)n1-c1ccccc1)OC	-3	0	-0.3	-1	-7
41	CC(=O)Nc1cccc(NC(=O)c2ccccc2OCc2ccccc2)c1	1	3	0.1	-2	-37
42	N=C1CCCN1CC(=O)c1cccs1	3	-4	-0.3	3	1
43	Cc1csc(=Nc2c(C)n(C)n(-c3ccccc3)c2=O)n1Cc1ccccc1	0	-1	0.4	-1	-4
44	COCCN(C(=O)CSc1nnc(-c2ccccc2F)n1N)c1c(N)n(Cc2ccccc2)c(=O)[nH]c1=O	3	-4	-0.5	3	-4
45	Cc1cc(C)c2c(CC(=O)NC(C)C)coc2c1	-1	2	0.4	-2	-12
46	COc1cc(C2CC(=O)Oc3c(C(CCN4CCCC(C)C4)c4ccc(N(C)C)cc4)c(OC)cc(OC)c32)cc(OC)c1OC (stereo unspecified)	-3	x	0.2	x	x
47	Cc1nc(SCC(=O)N2CCc3ccccc3C2)c2c(C)c(C)sc2n1	-2	0	0.2	0	15
48	Cc1cccc(-c2nc(CS(=O)CC(=O)NCCCSC3CCCCC3)c(C)o2)c1 (stereo unspecified)	-4	-2	0.1	0	-47

no.	aSyn UTR inh	GSK3B inh	HSF1 inhib	AI-2 QS mod	HSF-1 act
37	-114	-3	-5	4	8
38	-15	0	0	27	-2
39	-32	-2	4	11	6
40	4	4	1	24	-3
41	-21	-1	-5	13	-14
42	5	2	-5	16	6
43	6	0	x	6	x
44	-16	1	-5	47	-17
45	6	0	-6	23	5
46	-28	1	5	-4	10
47	-8	2	-7	0	8
48	-22	0	10	13	10

# (list continues)
no.	SMILES	GSK3A inh	IEC-6 cytotox	HIF act	HSP90 refold inh	KLF5 inhibitor
49	CCOC(=O)c1cc(C)sc1NC(=O)CSc1nccn1C	0	2	0.3	-1	-41
50	Cc1ccsc1C(=O)Nc1ccc(OCc2ccccc2)cc1	-2	4	2.0	5	-113
51	Cc1sc(Nc2ccc([N+](=O)[O-])cc2)nc1-c1c(C)n(C)n(-c2ccccc2)c1=O	-2	1	-0.7	0	-37
52	Cc1ccc(S(=O)(=O)c2nc(S(C)(=O)=O)sc2N2CCC3(CC2)OCCO3)cc1	1	-6	-0.2	-1	-12
53	CC(C)c1cc(C(=O)NNC(=S)NC2CCCCC2)cs1	-4	-6	0.8	3	-83

no.	aSyn UTR inh	GSK3B inh	HSF1 inhib	AI-2 QS mod	HSF-1 act
49	7	0	1	12	4
50	-191	1	38	46	u
51	36	2	5	12	1
52	-14	4	1	6	8
53	-86	-1	u	-16	-54

# No enrichment for hits; any-hit rate near 4.7%.
